Pf Dd2 inh – blocks in vitro growth of P. falciparum Dd2; P. falciparum Dd2 growth, SYBR Green, 72 h; Potency, µM (titrated, usually from 28.9 µM), for the others: at the highest dose activity, negative = inhibition, most hits filed as inhibitors; 4.3% of 120,000 active; active = well fitted inhibition curve with a large enough effect; inconclusive = small, poorly fitted or top-dose-only effect; inactive = no such curve, though single readings can be large or run the other way;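 note: plate controls were DMSO vehicle for no effect and reference drug for full effect; nearly all actives have a fitted effect of over 65% in size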
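Readout: SYBR Green fluorescence, 485 nm excitation, 535 nm emission, after ~16 h lysis at 37C. Before that, Dd2-infected red cells (2.5% hematocrit) grew 72 h with compound, 29 uM top final concentration.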
Active calls of the source: *; [ ] = dose if it differs, or a comment. Potency is the fitted concentration of half-maximal effect.

For Cc1ccccc1NC(=O)c1c(NC(=O)c2ccccc2F)sc2c1CCC(C)C2 (stereo not given) the results were Pf Dd2 inh 1.2%.
`COc1cccc(CNC(=O)Cn2cccc2-c2nc(-c3ccc(OC)c(F)c3)no2)c1` gave Pf Dd2 inh inconclusive.
`O=C(Cc1cccc(Cl)c1)N1CCCC(n2cc(-c3nc(-c4ccccc4)no3)nn2)C1` (stereo not given) gave Pf Dd2 inh inactive.
For CCOc1ccccc1NC(=O)C1CCCN(S(=O)(=O)c2c(C)[nH]c(=O)[nH]c2=O)C1 (stereo not given) the results were Pf Dd2 inh inactive.
Screening Cc1cc(C(=O)N2CCc3nnc([C@@H]4C[C@@H](O)CN4C)n3CC2)n(C)n1 returned Pf Dd2 inh -0.3%.
O=C(c1ccc(Cl)cc1)N1CCC2(C1)C(=O)Nc1ccccc12 (stereo not given) was read as Pf Dd2 inh -0.2%.
Screening COc1ccc(Nc2oc(/C=C/c3ccccc3OC)nc2C#N)cc1 returned Pf Dd2 inh inconclusive.
For O=C(NCCN1CCCC1)C1CN(S(=O)(=O)c2cccs2)CC12CCCCC2 (stereo not given) the results were Pf Dd2 inh inconclusive.
O=C1NC(=NC2CCCCC2)C2(CCN([S+](=O)([O-])c3ccccc3)CC2)N1c1cc(F)cc(F)c1 was read as Pf Dd2 inh -2.3%.
Screening O=C(Cc1c[nH]c2ccccc12)N1CCC(N2C(=O)C(O)C23CCCCC3)CC1 (stereo not given) returned Pf Dd2 inh inconclusive.
For O[C@@H]1C[C@@H](c2nc(-c3ccccn3)no2)N(Cc2cccc(OC(F)(F)F)c2)C1 the results were Pf Dd2 inh -15.6%[44.1 µM].
COc1ccc(CCNC(=O)c2cc(C)nc3c2c(C)nn3-c2ccc(C)cc2)cc1OC was read as Pf Dd2 inh inconclusive.

Entries above that contain a halogen:
For Cc1ccccc1NC(=O)c1c(NC(=O)c2ccccc2F)sc2c1CCC(C)C2 (stereo not given) the results were Pf Dd2 inh 1.2%.
`COc1cccc(CNC(=O)Cn2cccc2-c2nc(-c3ccc(OC)c(F)c3)no2)c1` gave Pf Dd2 inh inconclusive.
`O=C(Cc1cccc(Cl)c1)N1CCCC(n2cc(-c3nc(-c4ccccc4)no3)nn2)C1` (stereo not given) gave Pf Dd2 inh inactive.
O=C(c1ccc(Cl)cc1)N1CCC2(C1)C(=O)Nc1ccccc12 (stereo not given) was read as Pf Dd2 inh -0.2%.
O=C1NC(=NC2CCCCC2)C2(CCN([S+](=O)([O-])c3ccccc3)CC2)N1c1cc(F)cc(F)c1 was read as Pf Dd2 inh -2.3%.
For O[C@@H]1C[C@@H](c2nc(-c3ccccn3)no2)N(Cc2cccc(OC(F)(F)F)c2)C1 the results were Pf Dd2 inh -15.6%[44.1 µM].

Next section.
For NCc1cccc(-c2cccc(Cl)c2)c1 the results were Pf Dd2 inh 12.6µM*.
Screening Cn1c(=O)c2c(nc(Oc3ccc(C#N)cc3)n2Cc2ccc(Cl)cc2Cl)n(C)c1=O returned Pf Dd2 inh 13.6%.
CCOCC1(c2nc3c([nH]2)CCCNC3=O)CCC1 was read as Pf Dd2 inh 0.8%.
Screening COc1ccccc1NC(=O)Cn1c(=O)c(-c2noc(C)n2)c2n(c1=O)CCCC2 returned Pf Dd2 inh 29.4%.
Screening O=C(Cn1nc2c(cc1=O)CCCC2)NCc1nnc2ccccn12 returned Pf Dd2 inh -23.8%.
For COC1CCOC2(CCN(S(=O)(=O)c3ccc(F)cc3)CC2)C1 (stereo not given) the results were Pf Dd2 inh 17.1%.
Screening O=C1NC2(CCN(C(=O)c3ccccc3F)C2)OCc2ccccc21 (stereo not given) returned Pf Dd2 inh -11.6%.
`CC(C)(C)CN1CCC2(CN[S+](=O)([O-])c3cccnc3O2)C1` (stereo not given) gave Pf Dd2 inh inconclusive.
Screening CCC(C(=O)N1CCN(C(=O)COc2ccccc2)CC1)n1cccn1 (stereo not given) returned Pf Dd2 inh -7.8%.
For CN1C(=O)c2cccn2CC1C(=O)NCCc1c[nH]c2ccccc12 (stereo not given) the results were Pf Dd2 inh inactive.
For CCCS(=O)(=O)N[C@@H]1CN(Cc2ccncc2)C[C@H]1CN(C)C the results were Pf Dd2 inh 22.6%.
`CCc1ocnc1C(=O)N1CCCC(c2[nH]ncc2-c2ccc(F)cc2)C1` (stereo not given) gave Pf Dd2 inh -9.7%.
Cn1c(=O)oc2cc(S(=O)(=O)N3CCC(C(=O)NCc4ccccc4)CC3)ccc21 was read as Pf Dd2 inh 22.9%.
For CCCCNC(=O)C(CC)Sc1nnc(-c2cccc(F)c2)c(-c2cccc(F)c2)n1 (stereo not given) the results were Pf Dd2 inh 13.5%.
`Cc1cccc(CC(=O)NCCc2csc(-c3ccc(C(F)(F)F)cc3)n2)c1` gave Pf Dd2 inh inconclusive.
CCC(=O)Nc1ccc(CC)cc1-c1nc2ccccc2n(Cc2ccccc2)c1=O was read as Pf Dd2 inh inconclusive.
Cc1csc2nc(COc3ccccc3NC(=O)c3ccc(C(C)(C)C)cc3)cc(=O)n12 was read as Pf Dd2 inh -1.9%.
CCOC(=O)C1=CN(CC(=O)Nc2cc(C)ccc2OC)S(=O)(=O)N=C1C was read as Pf Dd2 inh 18.4%.
Screening CCC(C)NC(=O)CSc1nc2cc3c(cc2c(=O)n1CCCCCC(=O)NCc1ccc2c(c1)OCO2)OCO3 (stereo not given) returned Pf Dd2 inh inactive.
Cc1ccc(CN2CCn3c(nnc3[C@@H]3C[C@@H](O)CN3Cc3cccnc3)C2)o1 was read as Pf Dd2 inh 9.8%.
Screening O=C(Nc1cccc(C(F)(F)F)c1)c1nc2c(o1)CCN(Cc1ccccc1F)CC2 returned Pf Dd2 inh inactive.
CC(C)(C)c1cn(C[C@H]2CC3CCN2C[C@@H]3C(=O)Nc2nccs2)nn1 (stereo not given in full) was read as Pf Dd2 inh inactive.
Screening Cc1nnsc1C(=O)N[C@H]1CCN(C(=O)COCC(=O)O)[C@H](C(=O)N[C@H](Cc2ccccc2)C(N)=O)C1 returned Pf Dd2 inh -3.8%.
`O=C(NCc1ccc(Cl)cc1)C1CCCN(c2nc3ccccc3n3cccc23)C1` (stereo not given) gave Pf Dd2 inh inconclusive.

Fetched by structure from the entries so far, 2 records:
Cc1ccc(CN2CCn3c(nnc3[C@@H]3C[C@@H](O)CN3Cc3cccnc3)C2)o1 was read as Pf Dd2 inh 9.8%.
Screening CCC(C)NC(=O)CSc1nc2cc3c(cc2c(=O)n1CCCCCC(=O)NCc1ccc2c(c1)OCO2)OCO3 (stereo not given) returned Pf Dd2 inh inactive.

Next part.
For Cc1ncccc1OC1(C(=O)O)CCN(C(=O)c2cccc(F)c2)CC1 the results were Pf Dd2 inh 3.6%.
`O=C(c1cc2ccccc2[nH]1)N1CCN(C(=O)c2nnn3c2COC(c2ccc(Cl)cc2)C3)CC1` (stereo not given) gave Pf Dd2 inh inconclusive.
CO[C@H]1COCCN(C(=O)c2ccc(C(F)(F)F)cc2)C1 was read as Pf Dd2 inh 4.5%[44.1 µM].
For CCOc1ccccc1CNC(=O)CCCN1C(=O)c2cccnc2Oc2ccc(Cl)cc21 the results were Pf Dd2 inh 5.8%.
`O=C(NCC(c1cccnc1)N1CCc2ccccc21)c1ccc(F)c(F)c1` (stereo not given) gave Pf Dd2 inh inconclusive.
Screening Cc1cccc(S(=O)(=O)N2CCC(Oc3ncccc3C(=O)N3CCOCC3)C2)c1 (stereo not given) returned Pf Dd2 inh 25.6%.
For COc1ccccc1-c1[nH]ncc1CN1CCCC(C(=O)NCc2ccccc2)CCNC(=O)CC1 (stereo not given) the results were Pf Dd2 inh inconclusive.
Screening N#Cc1ccc(C(=O)N2CC[C@H]3NC(=O)N(c4ccccc4)C(=O)[C@H]32)cc1 returned Pf Dd2 inh 4.1%[44.1 µM].
Screening COc1cc(C2CC(=O)c3cnc(N4CCN(CCO)CC4)nc3C2)cc(OC)c1OC (stereo not given) returned Pf Dd2 inh 43.1%[activator].
Cc1c(Cl)cccc1NC(=O)N(C)CC1CCOC1 (stereo not given) was read as Pf Dd2 inh 8.4%[5.79 µM].
For Cc1ccsc1C(=O)N1C[C@@H]2CCCN3CCC[C@@H]([C@H]23)[C@H]1CCCC(=O)N1CCOCC1 the results were Pf Dd2 inh -10.3%.
Screening COc1ccc(Cl)cc1NC(=O)Cn1cnc2c1c(=O)n(C)c(=O)n2C returned Pf Dd2 inh 17.1%.
`FC(F)(F)c1cccc(C2=NOC3(CCCN(Cc4cccs4)C3)C2)c1` (stereo not given) gave Pf Dd2 inh -18.4%.
`COc1ccccc1C(=O)Oc1c(Sc2ccccc2)c(C)nn1-c1ccccc1` gave Pf Dd2 inh inactive.
Screening O=C(C1CCCC1)N1CC[C@](O)(c2ccccc2)[C@H](N2CCCC2)C1 returned Pf Dd2 inh inconclusive.
For Cc1oc(-c2ccccc2Cl)nc1CS(=O)CC(=O)NCc1ccccc1Cl (stereo not given) the results were Pf Dd2 inh 35.1%[activator][5.79 µM].
Screening CN1CCC(N2CC[C@H](c3nnc(-c4ccc(N(C)C)cc4)o3)C2)CC1 returned Pf Dd2 inh inactive.
CCOC(=O)c1cnn(-c2ccc(OC)cc2)c1C1CCN(C(=O)OC(C)(C)C)CC1 was read as Pf Dd2 inh 7.94µM*.
For Cn1ccc(CN2CC(Oc3ccc(F)c(F)c3)C2)c1 the results were Pf Dd2 inh inconclusive.
Screening O=C(Nc1cccc(-n2cccn2)c1)C1CCCN1C(=O)CCn1cccn1 (stereo not given) returned Pf Dd2 inh inconclusive.
CCOc1cc(CNCCSc2nnnn2-c2ccccc2)cc(Cl)c1OC was read as Pf Dd2 inh -19.8%.
CC(c1cccs1)N(C)C(=O)c1ccccc1 (stereo not given) was read as Pf Dd2 inh -8.0%[44.1 µM].
For COc1ccccc1C(=O)Nc1nnc(S(=O)(=O)N2CCN(c3ccc(F)cc3)CC2)s1 the results were Pf Dd2 inh -22.3%.
For CCOc1ccccc1CN1CCN(c2cccc(C#N)n2)CC1CCO (stereo not given) the results were Pf Dd2 inh inconclusive.
For CC(C)c1ccc(NC(=O)Cn2nnc(C(=O)NCc3cccs3)c2N)cc1 the results were Pf Dd2 inh -19.1%.
Screening COC(=O)c1ccc(C2c3c(-c4ccc(Br)cc4)n[nH]c3C(=O)N2c2ccc(Cl)cc2)cc1 (stereo not given) returned Pf Dd2 inh inconclusive.
`CCN(CC)CCNC(=O)c1cc2c(-c3cccc(OC)c3)nn(C)c2s1` gave Pf Dd2 inh -22.5%.
Screening COc1cc2c(cc1OCc1ccccc1)NC(=O)C21CCN(CCC(C)C)CC1 returned Pf Dd2 inh inconclusive.
For O=C(CCC[C@@H]1[C@H]2CCCN3CCC[C@@H](CN1C(=O)c1ccccc1)[C@@H]23)NCc1ccc(F)cc1 the results were Pf Dd2 inh -6.4%.
`CC(C)N1C[C@H](O)C[C@H]1c1nnc2n1CCN(C(=O)CCCc1c[nH]c3ccccc13)C2` gave Pf Dd2 inh inconclusive.
For Cc1cc(C)n(CC(=O)NCc2cc(N3CCOCC3)ncn2)c(=O)n1 the results were Pf Dd2 inh -5.6%.
For COc1ccc(C(=O)N2CCOCC3(CN(Cc4cc(C)cc(F)c4)C3)C2)cc1OC the results were Pf Dd2 inh inconclusive.
For CN(CC1CCOCC1)C(=O)NCc1ccc(F)cc1 the results were Pf Dd2 inh 13.0%.
Screening CCOCCOC1CCN(C(=O)Nc2ccccc2)CC1 returned Pf Dd2 inh 6.1%.
O=C(Nc1cccc(Cl)c1)C1CN(c2ccccc2)C(=O)N1 (stereo not given) was read as Pf Dd2 inh inactive.
`CC(C)(C)NS(=O)(=O)c1ccccc1-c1cnc2c(C(N)=O)cnn2c1` gave Pf Dd2 inh 23.3%.
For CN(CC1CCOCC1)S(=O)(=O)c1ccc(C(F)(F)F)cc1 the results were Pf Dd2 inh inconclusive.
For CO[C@H]1[C@H](NC(=O)c2cnn3cccnc23)c2ccccc2C12CCNCC2 the results were Pf Dd2 inh -13.4%.
For Cc1cc2nc3n(c(=O)c2n1CC(=O)NC1CCC(C)CC1)CCCCC3 (stereo not given) the results were Pf Dd2 inh inconclusive.
O=C(NCc1nc(-c2ccncc2)n[nH]1)[C@H]1CCC[C@H](O)C1 was read as Pf Dd2 inh -2.3%.
`CCOC(=O)c1scc(-c2ccc(C)cc2)c1S(=O)(=O)N1CCN(c2ccccc2)CC1` gave Pf Dd2 inh inconclusive.
For CN(C)CCN(C)Cc1cn(Cc2ccccc2)nc1-c1ccc2c(c1)OCO2 the results were Pf Dd2 inh 10µM*.
For O=C(Nc1cccs1)O[C@H]1COCCN(c2nc3ccccc3o2)C1 the results were Pf Dd2 inh inconclusive.
Screening O=C(Nc1ccccc1)c1cc2n(n1)CCN(C(=O)COc1ccccc1)C2 returned Pf Dd2 inh -8.2%.
Screening Cc1ccc(S(=O)(=O)N2C[C@@H](F)C[C@H]2C(=O)N2CCCCC2)c(C)c1 returned Pf Dd2 inh 43.3%[activator].
`COc1ccc(C2Cn3nnc(C(=O)N4CCN(C(=O)c5cccc(Cl)c5)CC4)c3CO2)cc1` (stereo not given) gave Pf Dd2 inh inconclusive.
`Cc1nc(-c2ccccc2)n(CC(=O)Nc2ccc(F)c(Cl)c2)c(=O)c1CCO` gave Pf Dd2 inh 8.91µM*.
`Cc1noc(C)c1S(=O)(=O)N1CC(N(CC(C)C)C2CCOCC2)C1` gave Pf Dd2 inh -25.1%.
Screening O=C(Cn1c(-c2cccs2)cc2ccccc21)NCc1ccccc1Br returned Pf Dd2 inh inconclusive.
COc1cc(Cl)c(C)cc1NC(=O)c1cc(CN2CCOCC2)on1 was read as Pf Dd2 inh inconclusive.
COc1ccc(C2C(C(N)=O)=C(C)Nc3nc(-c4ccccc4Cl)nn32)cc1 (stereo not given) was read as Pf Dd2 inh -21.9%.
`COc1cc(CCC(=O)NCc2ccc3c(c2)CCN3C(=O)c2ccccc2)cc(OC)c1OC` gave Pf Dd2 inh 19.1%.

Screening results as filed in PubChem BioAssay.

This is a subset; the hit share may differ from the screen's.
